USP2a block – blocks human ubiquitin-specific protease USP2a; 0.01% of 330,000 active; USP2 core, Ub-CHOP2 coupled fluorogenic reporter, 485/531; AID 463254; Potency, µM (top dose mostly 38.3 µM), for inactives: at the top dose activity change, negative = inhibition, actives largely listed as inhibitors; O75604;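 also: potency is read from the fitted curve at half-maximal effect; plate controls were DMSO wells for no effect and full inhibition by NEM control for full effect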
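Deubiquitinase activity read as fluorescence (485/531 nm) after Ub-CHOP2 cleavage activates the enterokinase reporter on its substrate; USP2 core 10nM, Ub-CHOP2 and substrate 25nM each, 30min compound preincubation then 60min RT; data normalized to NEM, curves fitted.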
PKM2 act – increases activity of human pyruvate kinase M2; purified PKM2, Kinase-Glo ATP luminescence, activation; response scale: 0% is enzyme alone, no compound; Potency, µM (series often up to 57.5 µM), inactives show at the top dose activation, usual class: activators; 0.34% of 260,000 active; AID 1631; also: potency is read from the fitted curve at half-maximal effect; % is scaled to controls: 0 for no effect and ±100 for the full control effect; nearly all actives have a fitted effect of over 55% in size
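hPK-M2, >95% pure; 0.1 mM ADP / 0.5 mM PEP final; imidazole pH7.2 buffer w/ 7 mM MgCl2, 50 mM KCl; 1 h RT; Kinase-Glo lum. Intermediate enzyme activity for dual inhibitor/activator qHTS.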
S-ASM inh – blocks human secretory acid sphingomyelinase; P17405; placental ASM, HMU-PC fluorogenic substrate, 60 min; Potency, µM (series often up to 57.5 µM), for inactives: at the top dose activity change, negative = inhibition, usual class: inhibitors; 0.006% of 340,000 active; AID 504937; also: potency is read from the fitted curve at half-maximal effect
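Fluorogenic HMU-PC substrate (9 uM final) is turned over by placental ASM in 60 min at 37 C after a 10 min compound preincubation. Reaction ended by alkaline stop (pH 10), with fluorescence read at 386/447 nm.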
Menin-MLL TR inh – displaces Texas Red mutant MLL peptide from human menin; O00255; Menin + Texas Red MLL mutant peptide, fluorescence polarization; Potency, µM (series often up to 61.6 µM), for inactives: at the top dose FP activity change, negative = inhibition, actives largely listed as inhibitors; 0.23% of 270,000 active; AID 1768; active = well fitted inhibition curve with a large enough effect in the polarisation, with a control signal flat, not every such curve was filed as active; inconclusive = small, poorly fitted or top-dose-only effect, or effect the other way, or a change in a side signal; inactive = no such curve, though single readings can be large or run the other way; the % refers to the polarisation; also: potency is read from the fitted curve at half-maximal effect; % of control where 0% means no effect; many of its hits are not listed in these tables
hERG WT inh – blocks the wildtype human KCNH2 potassium channel; activity change, % at 1.84 µM; 0.37% of 340,000 active; U2OS, BacMam KCNH2, thallium flux FluxOr; active compounds read low; Q12809;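 active = maximum activity change below -70%; inconclusive = maximum activity change between -70% and -50%; inactive = maximum activity change above -50%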; also: % is scaled to controls: 0 for no effect and ±100 for the full control effect
Target sequence (Q12809 whole entry, looked up): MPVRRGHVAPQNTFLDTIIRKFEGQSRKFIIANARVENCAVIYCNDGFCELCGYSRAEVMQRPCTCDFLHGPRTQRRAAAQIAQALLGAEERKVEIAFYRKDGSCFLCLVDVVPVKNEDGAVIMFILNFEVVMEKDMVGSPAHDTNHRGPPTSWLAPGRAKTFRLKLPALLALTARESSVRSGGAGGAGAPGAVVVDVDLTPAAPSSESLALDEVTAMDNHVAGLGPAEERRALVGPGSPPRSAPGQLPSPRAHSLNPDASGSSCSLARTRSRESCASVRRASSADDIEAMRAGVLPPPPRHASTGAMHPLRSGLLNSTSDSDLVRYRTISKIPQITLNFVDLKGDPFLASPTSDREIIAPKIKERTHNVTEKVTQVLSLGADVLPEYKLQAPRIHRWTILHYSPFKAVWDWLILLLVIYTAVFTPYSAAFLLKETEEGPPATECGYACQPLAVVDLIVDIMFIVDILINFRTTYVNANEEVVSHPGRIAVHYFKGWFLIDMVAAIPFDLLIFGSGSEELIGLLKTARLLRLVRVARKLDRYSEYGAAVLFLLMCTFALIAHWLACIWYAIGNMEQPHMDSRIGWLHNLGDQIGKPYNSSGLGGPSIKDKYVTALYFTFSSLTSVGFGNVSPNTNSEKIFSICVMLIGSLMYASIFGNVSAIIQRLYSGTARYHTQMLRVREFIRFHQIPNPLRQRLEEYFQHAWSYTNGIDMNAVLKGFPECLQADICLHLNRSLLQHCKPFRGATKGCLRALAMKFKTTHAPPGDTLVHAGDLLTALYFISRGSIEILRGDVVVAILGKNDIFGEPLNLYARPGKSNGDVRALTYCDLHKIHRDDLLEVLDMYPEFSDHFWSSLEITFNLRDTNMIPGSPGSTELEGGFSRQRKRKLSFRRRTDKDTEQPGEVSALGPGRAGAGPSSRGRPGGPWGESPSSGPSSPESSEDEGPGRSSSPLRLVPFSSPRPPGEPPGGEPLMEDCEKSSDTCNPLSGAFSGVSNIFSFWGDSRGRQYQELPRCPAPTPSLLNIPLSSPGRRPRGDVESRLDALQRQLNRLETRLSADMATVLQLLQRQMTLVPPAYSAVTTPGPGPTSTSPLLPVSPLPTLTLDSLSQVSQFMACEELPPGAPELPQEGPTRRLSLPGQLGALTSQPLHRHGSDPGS
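U2OS cells transduced with wild-type KCNH2 virus are loaded with FluxOr dye for 45 min, and thallium flux is measured in kinetic reads before and after stimulation buffer. Rate constants are normalized to DMSO controls.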
GALK inh – inhibitors of human galactokinase; Purified GALK, Kinase-Glo residual ATP luminescence; 0.007% of 270,000 active; P51570; Potency, µM (highest dose often 57.5 µM), for inactives: top-dose activity change, negative = inhibition, usual class: inhibitors; also: potency is read from the fitted curve at half-maximal effect; % is scaled to controls: 0 for no effect and ±100 for the full control effect
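Galactose (100 uM) and ATP (35 uM) were turned over by 5 nM GALK for 1 h at RT. Kinase-Glo Plus then converted the remaining ATP into a luminescent signal.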
Eya2 phos inh – inhibitors of human Eya2 phosphatase activity; Potency, µM (titrated, usually from 76.9 µM), for inactives: at the top dose activity, negative = inhibition, hits mostly inhibitors; O00167; 0.006% of 330,000 active; recombinant Eya2, OMFP fluorescence dephosphorylation (OMFP is methylfluorescein phosphate); also: potency is read from the fitted curve at half-maximal effect; % is scaled to controls: 0 for no effect and ±100 for the full control effect
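Eya2 (0.2 uM) preincubated 10 min at ambient with compound, then OMFP substrate added at 50 uM; 10 min reaction in 50 mM HEPES pH 7.5, 50 mM NaCl, 5 uM MgCl2, 0.05% BSA, 1 mM DTT. Fluorescence read at Ex 485/Em 525 nm.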
Mito fusion yeast – blocks mitochondrial division or promotes mitochondrial fusion. AID 485298. 0.23% of 320,000 active. S. cerevisiae fusion-defective mutant growth rescue, CellTiterGlo 48 h. Potency, µM (doses to about 46.1 µM), without a hit: at the top dose growth rescue (activation), most hits filed as activators;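 also: potency is read from the fitted curve at half-maximal effect; % of control where 0% means no effect; nearly all actives have a fitted effect of over 45% in size; temperature-sensitive fusion mutants such as fzo1-1 at 37 °C on non-fermentable ethanol glycerol medium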
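Read-out: ATP-based luminescence (CellTiterGlo, 10 min ambient) reporting growth of fusion-defective ts yeast after 48 hours at 37C on glycerol/ethanol YPEG medium in the presence of compound.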
TSHR antagonist – human thyrotropin receptor antagonism; TSHR-expressing cells, TSH-stimulated cAMP HTRF, 2 h; active compounds read low; activity change, negative = inhibition, % at 11.5 µM; AID 504810; 0.2% of 330,000 active; P16473;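 active = activity change below a set negative limit, meaning inhibition stronger than a set level, cut at about -70% in these data; inconclusive = activity change between two set negative limits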; also: % is scaled to controls: 0 for no effect and ±100 for the full control effect
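TSHR-expressing cells, 200/well, pre-treated with compound, then stimulated with EC80 TSH (4nM final) for 2 hours at 37 deg C. cAMP measured by competitive HTRF: anti-cAMP cryptate antibody in lysis buffer plus cAMP-d2, read after 30 minutes at room temperature.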
Chronic BCR inh – inhibitors of chronic active B-cell receptor signaling | ABC-DLBCL IkBa-CBG/CBR reporter, luminescence ratio, 4 h | Potency, µM (highest dose often 46.1 µM), for inactives: top-dose ratio change, negative = lower green/red ratio, hits mostly inhibitors | 0.05% of 340,000 active; active = well fitted inhibition curve with a large enough effect in the signal ratio, with a control signal flat, not every such curve was filed as active; inconclusive = small, poorly fitted or top-dose-only effect, or effect the other way, or a change in a side signal; the % refers to the signal ratio;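 also: potency is read from the fitted curve at half-maximal effect; plate controls were basal doxycycline-induced cells for no effect and cells given 10 µM MG132 for full effect; MG132 reads +100%, hits lower the ratio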
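Cell line TMD8 (human ABC DLBCL), stably expressing tet-inducible CBG68-IkBa fusion and CBR; IMDM/0.5% FBS; cpd up to 46 uM; dox induction, 4 h, 37C/5% CO2; dual luminescence; green/red ratio; MG132 control.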
MBNL1 CUG block – MBNL1-poly(CUG) RNA binding inhibition | Q9NR56 | TR-FRET MBNL1-His/biotin-(CUG)12 binding, 665/545 ratio | Potency, µM (series often up to 57.5 µM), without a hit: at the top dose activity change, negative = inhibition, most hits filed as inhibitors | 0.036% of 280,000 active | AID 2675; active = well fitted inhibition curve with a large enough effect in the signal ratio, with a control signal flat, not every such curve was filed as active; inconclusive = small, poorly fitted or top-dose-only effect, or effect the other way, or a change in a side signal; inactive = no such curve, though single readings can be large or run the other way; the % refers to the signal ratio; also: potency is read from the fitted curve at half-maximal effect; % is scaled to controls: 0 for no effect and ±100 for the full control effect
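Ratiometric TR-FRET (665 over 545 nm, excitation 340 nm) tracks disruption of MBNL1-His/biotin-(CUG)12 complex after 60 min at room temperature, with compounds at 92 nM to 58 uM final.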
* marks the source's active call; other numbers are inactive results; ? = inconclusive; . = not tested or not shown; [ ] = dose if it differs, or a comment. Unless noted, calls follow the shape of the dose curve; as a rule, active = well fitted curve in the direction sought with a large enough effect; inconclusive = small, poorly fitted or top-dose-only effect, or another doubt; inactive = no such curve, though single readings can be large; an effect the other way counts as inactive or inconclusive. These rows are one share of the data. The share of hits here may be higher or lower than overall.

structure	USP2a block	PKM2 act	S-ASM inh	Menin-MLL TR inh	hERG WT inh	GALK inh	Eya2 phos inh	Mito fusion yeast	TSHR antagonist	Chronic BCR inh	MBNL1 CUG block
CCOC(=O)CCc1c(C)c2ccc(OCC(=O)OC(C)C)cc2oc1=O	-1%	-11%	7%	-27%	18	0%	-14%	-7%	-7	0%	?
CCOC(=O)C1CCN(c2ncnc3c2[nH]c2cccc(OC)c23)CC1	-5%	-2%	10%	3%	5	2%	3%	1%	-7	-2%	7%
O=C(Cc1ccccn1)c1ccccc1	1%	.	9%	.	14	.	2%	4%	-7	0%	.
COc1ccc(C(=O)Nc2nc(N)n(-c3ccccc3)n2)cc1	0%	-4%	1%	0%	3	.	1%	-4%	7	0%	-2%
O=C(Nc1ccc(Br)cc1)c1cccc2c1C(=O)N(C1CCCCC1)C2	2%	.	-1%	.	-7	-3%	-3%	0%	-10	1%	2%
O=C(c1cn(Cc2ccccc2)nc1-c1ccccc1)N1CCN(c2ccccn2)CC1	-2%	.	1%	.	9	.	-6%	11%	-17	5%	.
Cc1cc(C2CC(=O)Nc3ccccc3S2)c(C)s1 (stereo not drawn)	1%	2%	-1%	.	-5	-1%	3%	3%	-12	?	7%
COc1ccc(S(=O)(=O)N2CCC(C(=O)NC3CC(C)(C)NC(C)(C)C3)CC2)cc1	1%	.	0%	.	-7	-3%	5%	-9%	-8	2%	2%
COc1ccc(N(C(=O)c2cccnc2)S(=O)(=O)c2ccc(Cl)cc2)cc1	0%	5%	1%	9%	-41	.	-5%	8%	22	1%	6%
COc1ccc(/C=C2\SC(=S)N(CCCC(=O)Nc3ccccc3C(=O)O)C2=O)cc1OC	2%	3%	-6%	.	-11	-2%	-7%	0%	-11	-10%	4%
O=S(=O)(c1ccccc1F)N1CCC(c2nc3ccccc3[nH]2)CC1	-1%	0%	-3%	20%	10	17%	-10%	0%	1	9%	8%
COc1cc(NC(=O)CCC(=O)OCCCC(F)(F)C(F)(F)F)nc(OC)n1	7%	16%	-1%	6%	-10	0%	5%	2%	-5	-1%	-4%
O=C(Cc1ccc(S(=O)(=O)N2CCCC2)s1)Nc1nc2c(s1)CCCC2	0%	10%	-1%	?	-7	-3%	-2%	-10%	-2	16%	7%
Cc1ccc(CSC2=NCCN2S(=O)(=O)c2ccccc2)cc1	8%	2%	-1%	3%	6	1%	3%	2%	-3	?	3%
COc1ccc(C=O)cc1CSc1ncccc1C(=O)O	-1%	.	2%	2%	-11	.	-20%	-4%	-2	0%	-5%
O=C1ON=C(c2ccccc2[N+](=O)[O-])/C1=C/c1cccc([N+](=O)[O-])c1O	0%	.	0%	.	-9	.	10%	-6%	-9	1%	.
CCN1C(=O)C(O)(C2COC(C)(C)CC2=O)c2ccccc21 (stereo not drawn)	3%	-4%	-1%	37%[activator]	-24	-2%	6%	1%	9	-5%	?
Nn1c(SCC(=O)Nc2ccc3c(c2)OCCO3)nnc1-c1ccccn1	.	-3%	-4%	-10%	6	-3%	.	-4%	.	.	-1%
COc1ccc(NC(=O)CSc2nnc(-c3ccoc3C)n2CC2CCCO2)cc1 (stereo not drawn)	0%	15%	-1%	0%	-4	1%	2%	6%	11	-6%	-5%
Cn1c(C(=O)N2CCN(c3ccc([N+](=O)[O-])cc3)CC2)cc2c(=O)[nH]c3ccccc3c21	2%	10%	-13%	-6%	-71*	1%	-2%	-3%	11	-8%	?
CCOC(=O)C1CCCN(C(=O)c2cc(S(=O)(=O)Nc3ccccc3OC)ccc2C)C1 (stereo not drawn)	1%	5%	-5%	.	-2	12%	-6%	5%	-6	?	6%
Cc1cc(-c2nc(C)c(C(=O)NNS(=O)(=O)c3ccc(Cl)cc3Cl)s2)no1	3%	-1%	-7%	.	-10	.	10%	1%	7	?	7%
S=C1NCCc2ccc(Cl)cc2C1c1ccccc1Cl (stereo not drawn)	0%	1%	-5%	-22%	12	-5%	-32%	13%	-23	6%	-8%
COc1cc(/C=C/C(=O)OCC(=O)Nc2cc(S(=O)(=O)N3CCCCC3)ccc2C)ccc1O	-1%	-2%	31%[activator]	16%	-1	2%	4%	2%	0	?	6%
CSCCC(=O)N1CCN(CC(=O)N2CCCC2)CC1	1%	-5%	8%	-2%	5	5%	9%	0%	1	-4%	?
O=P(CCCO)(Cc1ccccc1)Cc1ccccc1	3%	-3%	.	-9%	-5	.	5%	.	1	3%	-2%
S=c1[nH]nc(COc2ccc(Cl)cc2)o1	0%	-12%	7%	26%	14	2%	-6%	-2%	1	?	-13%
CC(=O)N1CCN(c2ccc(NC(=O)c3cc(Cl)ccc3Cl)cc2)CC1	4%	1%	-1%	-16%	8	4%	-7%	1%	0	-1%	-2%
Cc1ccc(C(c2nnnn2Cc2cccs2)N2CCN(C(=O)c3ccco3)CC2)cc1 (stereo not drawn)	-2%	8%	3%	-2%	-1	1%	10%	7%	-2	14%	-7%
CCOc1cc(N2CCOCC2)c(OCC)cc1NC(=O)C(C)Oc1ccccc1 (stereo not drawn)	2%	.	-2%	.	-3	.	-31%	.	-5	?	.
COC(=O)c1[nH]c2ccc(C)cc2c1NC(=O)CN1CCC(C)CC1	1%	1%	4%	3%	-4	0%	-4%	9%	0	?	9%
Fc1ccccc1CNc1ccc(Cl)c(Cl)c1	2%	-1%	-15%	?	-13	-2%	16%	0%	-4	2%	-1%
Cn1cnnc1SCC(=O)NCCC1=CCCCC1	2%	.	3%	.	1	.	-1%	.	4	-4%	.
CSCCC(NS(=O)(=O)c1ccccc1F)C(=O)NCCCn1nc(C)cc1C (stereo not drawn)	0%	.	6%	.	4	.	-2%	-2%	2	-25%	.
CC(=O)Nc1ccc(S(=O)(=O)NC2CC(=O)N(c3ccc(C)c(C)c3)C2)cc1 (stereo not drawn)	-2%	.	-2%	.	14	.	10%	-2%	-8	5%	.
Cc1cc(/C=N/NC(=O)c2cccc([N+](=O)[O-])c2)c(C)n1-c1ccc(Cl)cc1Cl	-2%	0%	0%	23%	-4	-1%	6%	-6%	4	-10%	17%
CC(=O)Nc1ccc(NC(=O)CC2SC(=O)N(CC(=O)c3ccccc3)C2=O)cc1 (stereo not drawn)	1%	0%	-5%	-7%	10	15%	7%	3%	6	?	0%
O=C(COc1coc(CN2CCN(c3ccccc3)CC2)cc1=O)Nc1ccccc1	2%	.	0%	.	1	.	6%	4%	-1	0%	.
COC(=O)N(NC(=O)C(O)(C(C)C)C(C)C)c1ccccc1	1%	3%	-1%	.	-7	0%	5%	-3%	-4	-12%	-8%
COc1ccc(CNC(=O)C2CCCN(S(=O)(=O)c3cnc[nH]3)C2)cc1 (stereo not drawn)	0%	1%	5%	-2%	2	1%	-27%	-1%	14	2%	-6%
COc1cc2sc3cc(NCCCN4CCOCC4)ccc3c(=O)c2cc1OC	2%	.	.	.	.	.	13%	.	-13	?	.
O=C(NN1C(=O)NC2(CCCCC2)C1=O)c1ccc(Cl)s1	1%	.	1%	.	-16	.	11%	5%	-4	?	.
CCN(CC)CCCNC(=O)CCc1c(C)n(CC)c2cc(-c3ccccc3OC)nn2c1=O	2%	.	2%	-19%	13	4%	2%	-1%	-4	4%	-9%
COCCn1c(CN2CC(C)CC(C)C2)nc2c1c(=O)n(C)c(=O)n2C (stereo not drawn)	-5%	4%	9%	-1%	5	2%	-1%	1%	8	?	-3%
COc1ccccc1CNc1ccc([N+](=O)[O-])cc1C	-2%	-1%	-9%	?	2	3%	-7%	17%	-15	13%	26%

Screening data deposited in PubChem by National Center for Advancing Translational Sciences (NCATS).
